Screening results (PubChem)
FID counter: compounds displacing fluorescent DNA intercalator, primary screen, artefact control for HCV NS3 helicase inhibitor project, biochemical, FID fluorescence. 290,000 compounds, 0.17% hits. DNA fluorescent intercalator displacement. inhibition, % at 7.9 µM; in the data active = inhibition above about 37%;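 also: 0% = vehicle and 100% = reference compound; higher means more ethidium bromide displaced from hairpin DNA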
OXTR agonist: human OXTR agonists, primary screen, fluorescence, CHO-OTR cells, Fluo-8 calcium; 320,000 compounds, 0.32% hits; activation, % at 3 µM; Oxytocin receptor (Homo sapiens), P30559; Fluo-8 calcium fluorescence; normalized: DMSO 0%, oxytocin 100%;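 active = activation above the mean of all tested compounds plus 3 SD, cutoff set per screening run, cut at about 20% in these data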;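 also: peak over basal fluorescence ratio from a 100 s FLIPR kinetic read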
Target sequence (P30559 whole entry, looked up): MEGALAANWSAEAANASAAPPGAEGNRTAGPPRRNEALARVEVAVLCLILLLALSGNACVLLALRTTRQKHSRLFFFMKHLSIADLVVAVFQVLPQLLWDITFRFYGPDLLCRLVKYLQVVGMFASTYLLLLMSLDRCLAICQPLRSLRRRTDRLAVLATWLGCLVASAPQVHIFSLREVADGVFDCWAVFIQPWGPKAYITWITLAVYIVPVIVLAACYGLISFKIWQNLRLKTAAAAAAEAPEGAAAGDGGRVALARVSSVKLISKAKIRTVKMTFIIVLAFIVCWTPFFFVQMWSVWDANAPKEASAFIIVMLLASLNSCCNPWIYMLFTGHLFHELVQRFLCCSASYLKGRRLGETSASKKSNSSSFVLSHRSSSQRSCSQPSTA
PHOSPHO1 inh: PubChem AID 1565. 290,000 compounds, 1.1% hits. inhibition, % at 13.3 µM. recombinant PHOSPHO1, absorbance phosphatase assay; in the data active = inhibition above about 60%
Target sequence (Q8TCT1 whole entry, looked up): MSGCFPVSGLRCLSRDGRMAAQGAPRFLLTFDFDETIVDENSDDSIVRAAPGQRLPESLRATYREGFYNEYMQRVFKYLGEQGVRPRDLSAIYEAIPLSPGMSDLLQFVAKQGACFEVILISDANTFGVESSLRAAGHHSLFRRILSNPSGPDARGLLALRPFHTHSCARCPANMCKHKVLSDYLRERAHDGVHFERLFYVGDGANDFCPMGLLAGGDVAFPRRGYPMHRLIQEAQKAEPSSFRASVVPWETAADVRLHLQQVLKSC
V1R ag counter: agonists of human V1a receptor, primary screen, counter-screen for OXTR agonist project, fluorescence, CHO-V1R cells. Fluo-8 calcium fluorescence, agonist mode; 0% DMSO, 100% 3 nM vasopressin. activation, % at 3 µM. 320,000 compounds, 0.25% hits. AID 2797, 2010. Vasopressin V1a receptor (Homo sapiens), P37288;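 active = activation above the mean activation of all tested compounds plus 3 SD, per screening run, cut at about 20% in these data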;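 also: signal is peak over basal fluorescence ratio across a 100 second FLIPR read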
GPR7 antag: GPR7 receptor antagonists, primary screen, cell-based, fluorescence, single concentration. GPR7-expressing cells, fluorescence antagonist assay. inhibition, % at 4.4 µM. 290,000 compounds, 1.1% hits. AID 1861, 2009; in the data active = inhibition above about 16%, passing the limit was not always enough;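 also: cells stimulated with the agonist NPW; 0% = agonist with vehicle and 100% = vehicle without agonist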
IMP-1 inhibitor: IMP-1 metallo-beta-lactamase inhibitors, primary screen, biochemical, epi-absorbance readout, Pseudomonas aeruginosa enzyme; metallo-beta-lactamase IMP-1 (Pseudomonas aeruginosa); purified IMP-1, nitrocefin hydrolysis, epi-absorbance fluorescence; inhibition, % at 5.6 µM; 290,000 compounds, 0.45% hits; AID 1556, 2009;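 active = inhibition above the mean plus 3 SD of all compounds in the same screening run, cut at about 4.5% in these data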;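 also: 0% = IMP-1 with DMSO and 100% = DMSO wells lacking enzyme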
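assay system = purified recombinant IMP-1 metallo-beta-lactamase enzyme | schedule = 15 min preincubation plus 25 min reaction at 25 °C | signal = Epi-absorbance fluorescence, 480 nm excitation, 530 nm emission | read-out basis = percent inhibition from optical density relative to buffer-blank wells | controls = IMP-1 with DMSO as 0%, enzyme-free DMSO as 100%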
VIM-2 inh: VIM-2 metallo-beta-lactamase inhibitors, primary screen, biochemical, epi-absorbance readout, Pseudomonas aeruginosa enzyme; purified VIM-2, nitrocefin hydrolysis, epi-absorbance fluorescence; inhibition, % at 5.6 µM; 290,000 compounds, 0.89% hits;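 active = inhibition above the mean of all tested compounds plus 3 SD, cutoff set per screening run, cut at about 7.5% in these data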;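 also: red hydrolysis product quenches plate fluorescence so inhibitors raise well fluorescence; 0% = enzyme with DMSO and 100% = DMSO without enzyme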
GalR3 antag: GalR3 antagonists in HEK293 cells, primary screen, cell-based, fluorescence readout; Galanin receptor type 3 (Homo sapiens), O60755; inhibition, % at 3 µM; 360,000 compounds, 0.44% hits; HEK293 GalR3-CNG cAMP membrane potential fluorescence; galR3 body fused to GalR1 C-terminus;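 active = inhibition above the screen-wide average plus 3 SD, cut at about 13% in these data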;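 also: forskolin and galanin both at EC90 stimulate the cells; cAMP rise reported by CNG channel membrane potential dye signal; 0% = forskolin plus galanin with DMSO and 100% = forskolin alone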
Target sequence (O60755 1-299 limits assumed): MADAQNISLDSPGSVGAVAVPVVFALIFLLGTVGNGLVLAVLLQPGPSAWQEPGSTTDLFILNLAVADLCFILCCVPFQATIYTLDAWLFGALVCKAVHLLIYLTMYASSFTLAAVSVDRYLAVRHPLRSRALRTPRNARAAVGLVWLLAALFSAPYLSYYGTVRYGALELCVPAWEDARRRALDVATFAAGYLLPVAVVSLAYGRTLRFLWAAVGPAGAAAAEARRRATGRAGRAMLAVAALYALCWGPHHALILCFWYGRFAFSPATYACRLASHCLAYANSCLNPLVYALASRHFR
HCV NS3 hel inh: inhibitors of HCV NS3 helicase, primary screen, biochemical, Cy5 molecular beacon fluorescence. Hepatitis C virus NS3 helicase. NS3 helicase DNA unwinding. inhibition, % at 10.9 µM. 290,000 compounds, 0.56% hits. AID 1800, 2009;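 active = inhibition above the mean of all tested compounds plus 3 SD, set per campaign, cut at about 35% in these data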;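 also: 0% = DMSO wells and 100% = thioflavine S control wells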
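assay system = NS3 helicase fragment of HCV | buffer or medium = MOPS pH 6.5, MgCl2, DTT, Tween20, BSA | timing = 60 min unwinding reaction at 25 °C after ATP addition | signal = Cy5 beacon fluorescence read at start and 1 h | read-out basis = % inhibition of unwinding | control set = low DMSO, high thioflavine S at 110 µM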
An asterisk follows results filed as active; / = no result given.

SMILES	FID counter	OXTR agonist	PHOSPHO1 inh	V1R ag counter	GPR7 antag	IMP-1 inhibitor	VIM-2 inh	GalR3 antag	HCV NS3 hel inh
CCN(C(=O)COC(=O)CN(C)S(=O)(=O)c1ccc(NC(C)=O)cc1)C1CCS(=O)(=O)C1 (stereo not given)	-4	-0.8	34	-0.8	-12	-2.0	-2.7	2	-8
COc1cc([N+](=O)[O-])ccc1NC(=O)CSc1nnc(C)c(C)n1	-1	2.5	17	-0.1	-5	-1.9	-6.0	-4	9
CC1(C)CC(=O)c2sc(NC(=O)c3ccccc3)nc2C1	-4	0.8	51	0.9	-9	-0.2	0.1	/	0
COc1cc(/C=C2/NC(=O)N(Cc3ccccc3F)C2=O)cc(OC)c1O	-8	0.9	2	0.8	-17	-3.6	1.1	-1	6
O=S1(=O)N=C(N2CCN(c3ccc(F)cc3)CC2)c2ccccc21	5	1.4	-3	0.9	-4	-6.0	-1.6	-6	-1
CN(CC(=O)OCC(=O)NCC(F)(F)F)S(=O)(=O)c1ccc(Cl)cc1	-3	-0.6	44	0.9	-12	-0.9	-0.9	1	7
CCN1CCN(C(=O)N[C@@H](C(=O)N[C@@H]2C(=O)N3[C@@H]2SC(C)(C)[C@@H]3C(=O)O)c2ccccc2)C(=O)C1=O	-38	-1.4	1	-0.4	-6	-2.6	-4.8	/	-3
CC1CCN(CCCNC(=O)c2cc3sccc3n2C)CC1	17	-0.8	25	-1.3	-15	-3.2	-2.4	-7	15
CS(=O)(=O)N(CC(=O)N1CCCCCC1)c1ccccc1	-7	0.0	-8	-0.1	-7	-5.8	-2.2	-5	7
Cc1ccccc1NS(=O)(=O)c1ccc(NC(=O)N2CCCCC2)cc1	-31	3.1	/	6.8	-16	-4.5	-3.5	-3	-2
CN(C)CCCNC(=O)c1cc2sc3ccccc3c2s1	25	1.8	31	3.4	9	-0.9	1.1	-11	-21
CCOC(=O)N1CCN(C(=O)c2ccc(Cn3c(=S)[nH]c4cc5c(cc4c3=O)OCO5)cc2)CC1	-8	0.2	-16	-0.4	-3	-3.2	-5.8	4	2

Arranged by molecular weight (low to high): some entries from above
SMILES	FID counter	OXTR agonist	PHOSPHO1 inh	V1R ag counter	GPR7 antag	IMP-1 inhibitor	VIM-2 inh	GalR3 antag	HCV NS3 hel inh
CC1(C)CC(=O)c2sc(NC(=O)c3ccccc3)nc2C1	-4	0.8	51	0.9	-9	-0.2	0.1	/	0
CS(=O)(=O)N(CC(=O)N1CCCCCC1)c1ccccc1	-7	0.0	-8	-0.1	-7	-5.8	-2.2	-5	7
CN(C)CCCNC(=O)c1cc2sc3ccccc3c2s1	25	1.8	31	3.4	9	-0.9	1.1	-11	-21
O=S1(=O)N=C(N2CCN(c3ccc(F)cc3)CC2)c2ccccc21	5	1.4	-3	0.9	-4	-6.0	-1.6	-6	-1
COc1cc([N+](=O)[O-])ccc1NC(=O)CSc1nnc(C)c(C)n1	-1	2.5	17	-0.1	-5	-1.9	-6.0	-4	9
COc1cc(/C=C2/NC(=O)N(Cc3ccccc3F)C2=O)cc(OC)c1O	-8	0.9	2	0.8	-17	-3.6	1.1	-1	6
Cc1ccccc1NS(=O)(=O)c1ccc(NC(=O)N2CCCCC2)cc1	-31	3.1	/	6.8	-16	-4.5	-3.5	-3	-2
CN(CC(=O)OCC(=O)NCC(F)(F)F)S(=O)(=O)c1ccc(Cl)cc1	-3	-0.6	44	0.9	-12	-0.9	-0.9	1	7
CCN(C(=O)COC(=O)CN(C)S(=O)(=O)c1ccc(NC(C)=O)cc1)C1CCS(=O)(=O)C1 (stereo not given)	-4	-0.8	34	-0.8	-12	-2.0	-2.7	2	-8
CCOC(=O)N1CCN(C(=O)c2ccc(Cn3c(=S)[nH]c4cc5c(cc4c3=O)OCO5)cc2)CC1	-8	0.2	-16	-0.4	-3	-3.2	-5.8	4	2
CCN1CCN(C(=O)N[C@@H](C(=O)N[C@@H]2C(=O)N3[C@@H]2SC(C)(C)[C@@H]3C(=O)O)c2ccccc2)C(=O)C1=O	-38	-1.4	1	-0.4	-6	-2.6	-4.8	/	-3

Later entries.
SMILES	FID counter	OXTR agonist	PHOSPHO1 inh	V1R ag counter	GPR7 antag	IMP-1 inhibitor	VIM-2 inh	GalR3 antag	HCV NS3 hel inh
NC(=O)c1ccc(N2CCCCC2)c(N2C(=O)C3C4C=CC(C4)C3C2=O)c1 (stereo not given)	-11	-0.6	-14	-0.3	-20	-3.7	-4.0	-3	-3
O=C(Nc1nc2ccccc2[nH]1)c1cccc(Br)c1	-9	1.9	26	1.9	-14	-3.9	-3.9	-12	2
CC(=O)Nc1c(C(=O)O)oc2ccc(Cl)cc12	2	1.7	9	0.2	1	-2.4	-0.8	-5	0
O=C(c1ccc(N2CCOCC2)c([N+](=O)[O-])c1)N1CCCCC1	-8	0.5	74*	-1.0	-4	-2.2	-2.4	1	1
COc1ccc2c(=O)cc(C(F)(F)C(F)(F)F)oc2c1	2	0.2	0	0.7	-9	-3.6	-2.7	-6	4
COc1ccc(C(C(C(=O)c2cccs2)N2CCOCC2)N2CCOCC2)cc1OC (stereo not given)	1	-1.1	-7	0.6	5	0.6	-3.0	-2	2
COc1cc2c(cc1OC)CN(Cc1nc3ccsc3c(=O)[nH]1)CC2	-3	2.3	16	-0.2	-6	-0.4	-1.6	-5	-5
Cc1cccc(NCc2ccccc2O)c1	-4	-0.3	-1	0.5	-2	-3.6	-3.2	-5	-4
CN1CCN(CCCNCc2cn(CCC#N)c3ccccc23)CC1	16	0.9	31	1.2	-2	-1.9	-0.1	-10	-47
COc1ccc(C(C(=O)NC2CCCCC2)N(C(=O)CCl)c2ccc(Cl)cc2)cc1 (stereo not given)	-12	2.6	-32	1.5	3	-3.8	-3.7	/	-1
CCNS(=O)(=O)c1ccc(CCC(=O)O)cc1	1	3.5	8	1.1	-18	-2.2	-2.3	-5	-3
Cc1cnc(NC(=O)CN(C)S(=O)(=O)c2ccc(Cl)cc2)s1	0	0.4	-2	0.6	-5	-3.4	-2.2	-1	0
CSc1ncccc1C(=O)Nc1nc2ccc(Oc3ccccc3)cc2s1	-8	1.5	-4	1.5	4	-3.4	-1.7	-1	-56
Cc1nn(CCc2nn[nH]n2)c2nc(-c3ccc(C4CCCCC4)cc3)cc(C(F)(F)F)c12	-19	14	32	9.9	5	-3.6	-3.8	-7	16
CN(C)C(=O)CCC(=O)N1CCCCC1C(=O)Nc1ccc(Oc2ccccc2F)cc1 (stereo not given)	-34	1.2	/	1.5	-9	-3.3	-2.7	-8	-10
OCCCNc1ncnc2oc(-c3ccccc3)c(-c3ccccc3)c12	-36	/	42	/	-22	-2.4	-0.8	-6	-7
N#Cc1nc(COc2ccccc2)oc1N1CCC(Cc2ccccc2)CC1	-11	2.5	6	1.0	9	-5.5	-3.6	2	1
Cc1cccc(N2CCN(C(=O)C3CCN(c4nnc(-n5cccc5)s4)CC3)CC2C)c1 (stereo not given)	-25	-0.7	-3	5.2	-6	-3.6	-2.2	1	4
Cc1ccc(S(=O)(=O)N2CCCC(C(=O)NCc3cccnc3)C2)cc1Cl (stereo not given)	-27	0.4	9	1.1	-10	-3.9	-0.1	6	-2
Cc1onc(-c2ccccc2Cl)c1C(=O)OCC(=O)Nc1cccc(S(=O)(=O)N2CCOCC2)c1	-16	5.9	34	6.8	13	-1.1	-0.9	-9	-15
Cc1ccc(C2=NN=C(NC(=O)C(F)(F)F)SC2)cc1	-2	/	-54	/	-10	-4.3	-3.3	-7	0
NS(=O)(=O)c1ccc(CCNC(=O)CCNC(=O)c2ccco2)cc1	-1	-0.1	-2	0.1	9	-3.4	-3.0	-5	3
Cc1ccc2c(SCC(=O)NCc3ccco3)nc(-c3ccc(F)cc3)nc2c1	-3	-0.2	13	-0.7	-2	-2.6	-3.4	-8	2
Brc1ccccc1CN1CCC(Cc2ccccc2)CC1	3	-2.6	30	-1.7	-14	-1.6	-2.1	-4	-7
CCC1CN(C(=O)Nc2cccc(C)c2)c2cc(C)ccc2O1 (stereo not given)	-2	-2.5	32	-1.0	-5	-2.5	-3.6	-7	-3
Cc1[nH]c(=O)[nH]c(=O)c1S(=O)(=O)N1c2ccc(F)cc2CCC1C (stereo not given)	0	1.3	6	-0.3	-1	-3.7	-1.4	-8	1
CCCC(CCC(=O)Nc1nccs1)C(=O)O (stereo not given)	-2	1.4	32	0.6	0	-2.3	-2.0	-6	-22
O=C(O)c1cccc(S(=O)(=O)Nc2ccc3c(c2)OCO3)c1	-3	0.5	-18	0.5	3	-4.2	-2.5	-2	1
CCOc1cnc(-c2c(-c3c(F)cccc3Cl)noc2C)o1	-11	-2.4	6	-1.1	-11	-0.9	-1.2	2	13
CCOC(=O)COc1cc(Br)c(C2NC(=O)NC(C)=C2C(C)=O)cc1OCC (stereo not given)	-14	0.2	1	0.0	-15	-2.1	-0.9	-2	-10
Cc1ccc(C)c(NC(=O)c2cc3c([nH]c4ccccc43)c(C)n2)c1	2	0.2	41	0.2	-2	-3.4	-2.9	-4	0
O=c1cc(CO)oc(C(Nc2ccccn2)c2ccsc2)c1O (stereo not given)	-7	1.4	13	1.7	-5	-1.9	4.2	/	5
O=S1(=O)CC=C(CSC(=S)NC2CCS(=O)(=O)C2)C1 (stereo not given)	-2	-0.1	28	1.6	-13	-2.8	-1.6	-1	-11
COc1cc(C2C(C#N)=C(N)N(N(C)C)C3=C2C(=O)CC(C)(C)C3)cc(OC)c1OC (stereo not given)	-22	0.6	/	0.1	-1	-1.2	-3.2	-5	-13
COc1cc(/C=C(\NC(C)=O)C(=O)NC(C)(C)C)ccc1OC(C)=O	-2	0.2	-12	0.0	-3	-3.4	-3.4	5	-1
O=C(Cc1ccccc1[N+](=O)[O-])NC1CC1	2	-0.1	20	0.8	-2	-2.0	-2.0	4	-3
